Bioassay records (PubChem BioAssay)
SRC3 inh: inhibits human SRC3 coactivator. Q9Y6Q9. HEK293 GAL4-SRC3 luciferase reporter, luminescence. inhibition, % at 3.6 µM. actives 0.17% (n = 360,000);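 active = inhibition above a per-campaign cutoff, the mean of all compounds plus 3 SD, cut at about 60% in these data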;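 also: 0% = DMSO-treated cells and 100% = gossypol-treated cells at 36 µM; higher means less SRC3-driven luciferase light from the GAL4 reporter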
Target sequence (Q9Y6Q9 whole entry, looked up, the tested form may be a part): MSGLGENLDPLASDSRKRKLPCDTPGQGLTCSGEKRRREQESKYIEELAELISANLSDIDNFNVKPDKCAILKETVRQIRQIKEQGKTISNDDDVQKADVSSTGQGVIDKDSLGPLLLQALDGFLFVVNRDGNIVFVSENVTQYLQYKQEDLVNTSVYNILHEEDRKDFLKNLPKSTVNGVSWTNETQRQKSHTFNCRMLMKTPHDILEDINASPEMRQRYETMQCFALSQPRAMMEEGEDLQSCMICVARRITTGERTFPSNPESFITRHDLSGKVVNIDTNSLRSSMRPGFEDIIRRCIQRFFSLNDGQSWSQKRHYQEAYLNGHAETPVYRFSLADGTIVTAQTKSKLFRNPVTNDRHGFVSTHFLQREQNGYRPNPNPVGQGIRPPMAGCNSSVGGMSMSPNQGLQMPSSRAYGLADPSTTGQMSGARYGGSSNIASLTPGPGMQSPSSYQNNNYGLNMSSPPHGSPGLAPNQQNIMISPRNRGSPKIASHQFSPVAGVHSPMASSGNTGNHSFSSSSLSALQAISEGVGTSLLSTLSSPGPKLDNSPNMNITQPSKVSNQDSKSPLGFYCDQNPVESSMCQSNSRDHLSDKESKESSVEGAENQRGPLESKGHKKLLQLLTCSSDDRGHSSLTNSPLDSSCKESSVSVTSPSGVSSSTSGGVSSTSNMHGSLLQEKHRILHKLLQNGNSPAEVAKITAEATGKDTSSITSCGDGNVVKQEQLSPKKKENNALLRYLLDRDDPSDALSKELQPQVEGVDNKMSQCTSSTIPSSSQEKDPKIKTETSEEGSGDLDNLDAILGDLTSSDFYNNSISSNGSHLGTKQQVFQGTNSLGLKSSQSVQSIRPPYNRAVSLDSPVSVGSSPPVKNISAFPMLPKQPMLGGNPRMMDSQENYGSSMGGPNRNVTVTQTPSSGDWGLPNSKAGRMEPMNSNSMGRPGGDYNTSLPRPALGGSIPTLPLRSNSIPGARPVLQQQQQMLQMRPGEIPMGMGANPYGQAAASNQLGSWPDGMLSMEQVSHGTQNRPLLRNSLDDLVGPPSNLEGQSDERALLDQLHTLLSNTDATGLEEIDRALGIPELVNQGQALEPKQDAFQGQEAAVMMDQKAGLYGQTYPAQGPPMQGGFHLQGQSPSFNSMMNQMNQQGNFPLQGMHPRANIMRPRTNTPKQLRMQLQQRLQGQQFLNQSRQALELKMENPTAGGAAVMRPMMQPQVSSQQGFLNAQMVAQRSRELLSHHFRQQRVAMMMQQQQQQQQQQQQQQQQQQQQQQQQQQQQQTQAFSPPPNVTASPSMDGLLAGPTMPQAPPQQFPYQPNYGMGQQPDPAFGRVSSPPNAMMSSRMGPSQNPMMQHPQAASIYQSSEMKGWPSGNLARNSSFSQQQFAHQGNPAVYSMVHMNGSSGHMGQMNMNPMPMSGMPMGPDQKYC
Vif imaging: inhibitors of HIV Vif. HEK293T cells, Vif self-association by quenched fluorescence, imaging, 24 h. inhibition, % at 7.49 µM. actives 0.35% (n = 340,000). AID 602346; in the data active = inhibition above about 50%, passing the limit was not always enough; also: some results filed as inactive read as strong as hits
SRC2 inh: human SRC2 (NCOA2) inhibition | Q15596 | HEK293 GAL4-SRC2 luciferase reporter, luminescence | inhibition, % at 9 µM | actives 0.17% (n = 370,000) | AID 651957;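 active = inhibition above the mean inhibition of all tested compounds plus 3 SD, set per campaign, cut at about 52% in these data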;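 also: 0% = DMSO treated cells and 100% = cells given Gossypol at 36 µM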
NCOA1 inh: human NCOA1 inhibition. inhibition, % at 3.6 µM. AID 588354. Q15788. actives 0.12% (n = 360,000). HEK293 GAL4-SRC1 luciferase reporter, luminescence;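 active = inhibition above the campaign mean plus 3 SD, with each screening campaign given its own cutoff, cut at about 60% in these data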;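 also: 0% = DMSO treated cells and 100% = gossypol at 36 µM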
C8 TRAIL sens: caspase-8 TRAIL sensitization; actives 1% (n = 360,000); inhibition (viability loss, TRAIL sensitization), % at 10 µM; NB7+C8 cells + TRAIL, ATPlite viability luminescence;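 active = compounds causing at least 50% loss of cell viability in the single-dose screen, relative to plate controls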
NOD2 RIPK2 PPI: NOD2-RIPK2 protein interaction inhibition | CHO BLA complementation NOD2-RIPK2, CCF4 ratio | inhibition, % at 4.98 µM | actives 0.38% (n = 360,000) | AID 624267; in the data active = inhibition above about 21%;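 also: 0% = vehicle only and 100% = reference blocker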
EBV LMP1 NFkB: Epstein-Barr LMP1 NF-kappaB reporter inhibition | LMP1-induced NF-kappaB luciferase reporter cells, luminescence | inhibition, % at 12.5 µM | actives 0.69% (n = 350,000) | AID 504558; in the data active = inhibition above about 41%;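 also: 0% = neutral control wells and 100% = reference inhibitor control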
COUP-TFII inh: NR2F2 (human) inhibition, primary screen. HEK293T NGFI-A luciferase reporter, luminescence. inhibition, % at 8.6 µM. actives 0.7% (n = 370,000). AID 686940;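 active = inhibition above a per-plate cutoff, mean inhibition of test wells between control levels plus 3 SD, cut at about 38% in these data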;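 also: cells cotransfected with COUP-TFII expression vector driving the NGFI-A reporter; 0% = median of COUP-TF2 test wells and 100% = reporter-only cells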
TROY signal inh: TROY signaling inhibition; Q293 LMP1-TROYcd NF-kB luciferase reporter, 4 h; inhibition, % at 10 µM; actives 0.98% (n = 360,000); AID 1347056;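 active = compounds whose plate-normalised and pattern-corrected inhibition of the luciferase reporter signal at the single screening dose is 50% or more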
TLR9-MyD88 block: inhibitors of human TLR9-MyD88 binding; inhibition, % at 4.98 µM; actives 0.21% (n = 340,000); CHO BLA complementation TLR9-MyD88, CCF4 FRET ratio;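 active = inhibition above the mean over all tested compounds plus 3 SD, cut at about 21% in these data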;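 also: 0% = DMSO only wells and 100% = clavulanate BLA inhibitor control wells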
NR5A2 inv ag: suppresses constitutive activity of human LRH-1; inhibition, % at 3.6 µM; actives 0.13% (n = 360,000); O00482; HEK293T StAR-luciferase reporter, LRH-1 transfected, 24 h; AID 602396;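 active = inhibition above the mean inhibition of all tested compounds plus 3 SD, cut at about 73% in these data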;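 also: 0% = DMSO wells and 100% = reporter-only cells lacking LRH-1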
* hit, by the source's call; x = no result given.

smiles	SRC3 inh	Vif imaging	SRC2 inh	NCOA1 inh	C8 TRAIL sens	NOD2 RIPK2 PPI	EBV LMP1 NFkB	COUP-TFII inh	TROY signal inh	TLR9-MyD88 block	NR5A2 inv ag
OC(CNCc1ccccc1)c1ccc(Cl)cc1 (stereo not drawn)	-8	0	-18	4	-3	-8	8	-10	-1	-10	5
CC(=O)NC(=O)NC(C)Cc1ccccc1 (stereo not drawn)	16	7	-40	-9	-9	2	6	8	-24	3	2
CC(=O)O[C@@H]1/C=C/[C@](C)(O)C[C@@H](C)C/C=C/[C@H]2[C@H](O)[C@@](C)(O)[C@@H](C)[C@H]3[C@H](Cc4ccccc4)NC(=O)[C@@]312	-18	7	x	-32	-4	-12	x	x	-4	x	18
CCOC(=O)C(c1c(O)c2ccccc2oc1=O)c1c(O)c2ccccc2oc1=O	3	-3	14	-3	15	-4	x	-9	-3	x	-24
Cc1ccc(C(=O)Nc2ccc(Cl)cc2C(=O)c2ccccc2)cc1	-4	1	0	6	11	-6	2	-9	0	-20	2
O=C(O)CC[N+](=O)[O-]	18	-10	1	-2	-2	-4	-1	12	7	-1	-9
CCc1ccc(CNCCc2c[nH]c3ccccc23)cc1	-13	-3	-17	6	8	-1	8	-7	-11	-12	8
CC(=O)O[C@H]1C(=O)[C@@]2(C)C([C@H](OC(=O)c3ccccc3)[C@]3(O)C[C@H](O)C(C)=C1C3(C)C)[C@]1(OC(C)=O)CO[C@@H]1C[C@H]2O (stereo partly drawn)	-7	17	-3	3	10	-7	-23	-3	0	-5	4
N#CCCn1cc(C(=O)NCc2ccccc2)c(-c2ccccc2)n1	11	-2	-36	-1	12	0	10	3	11	-3	8
COc1ccc(OCC(=O)N2CCN(Cc3ccc4c(c3)OCO4)CC2)cc1	5	-10	-11	-8	-9	-4	7	7	16	-5	20
O=C1C(c2ccccc2)=C(N2CC2)c2ccccc21	-30	4	-1	-10	-14	-13	3	-2	-8	-9	29
CN1CCN(c2ccc(N)cc2Cl)CC1	4	7	-22	-2	-3	-4	-6	-10	43	x	10
Cc1nc2cc(-c3ccc(Cl)cc3)nn2c(C)c1CCC(=O)N1CCC2(CC1)OCCO2	17	9	56*	-4	10	3	23	-9	-12	0	-3
CC(=O)c1ccc(OC(NC(=O)Cc2ccccc2)C(Cl)(Cl)Cl)cc1 (stereo not drawn)	13	1	-10	-9	-4	-9	1	-1	20	0	6
CCOc1cc(-c2nc3c(C)cccn3c2NCC2CCCO2)ccc1O (stereo not drawn)	-23	-8	-9	-6	-4	-6	-5	5	2	3	2
COc1ccc(NC(=O)CN(C)C(=O)CSC(c2ccccc2)c2ccccc2)cc1	5	-6	16	2	-7	10	0	11	10	-8	-18
COc1ccc(C(c2nnnn2-c2ccc(OC)cc2)N2CCC(n3c(=O)[nH]c4ccccc43)CC2)cc1 (stereo not drawn)	17	x	10	24	14	-3	x	5	17	x	12
CC(CO)(CO)N=Cc1c(O)n(-c2cccc3ccccc23)c(=O)[nH]c1=O	5	9	-24	-7	-16	-11	1	9	-14	-11	9
CCn1c(O)c(N=Nc2ccc(S(=O)(=O)N3CCOCC3)cc2)c(=O)n(CC)c1=S	4	1	-21	-1	16	-1	6	5	18	9	5
CC(=NCc1ccc2c(c1)OCO2)c1c(O)n(C)c(=O)n(C)c1=O	30	-7	7	24	-9	-2	-2	-3	3	6	1
CC(C)CCn1c(N)c(C(=O)OCC2CCCO2)c2nc3ccccc3nc21 (stereo not drawn)	19	-2	-19	-6	5	10	-5	6	60*	1	38
CN(C)c1ccc(/C=C2\CC3C4CC=C5CC(O)CCC5(C)C4CCC3(C)C2=O)cc1 (stereo not drawn)	-5	-10	-26	9	10	-3	7	1	-7	6	11
Cn1c(O)c(C=NCCCNC2CCCCC2)c(=O)n(C)c1=O	4	1	2	7	0	-1	-3	8	x	3	-24
COc1cccc(C(=O)N2CCC3(CC2)OCCO3)c1	10	10	-12	-4	-7	-5	-1	6	2	-6	-3
CCC1(C(=O)c2ccc(C)cc2)C2c3ccccc3OC(=O)C21C(=O)O (stereo not drawn)	19	-1	-3	2	-4	-7	-3	-2	14	-2	-15
O=C(CCN1CC2CCC(CC2)C1)c1cccs1	-6	7	-14	-5	-5	0	-2	-1	-2	-3	-1
CC(=O)CC(=O)C1C(=O)N(C)C(=O)N(C)C1=O	8	-5	9	7	-15	-4	-1	-1	4	-1	11
CCOP(=O)(OCC)C(O)c1ccc(OC)cc1 (stereo not drawn)	-7	3	-29	10	22	4	9	2	5	x	15
Cc1ccc2c(CN3CC=C(c4ccccc4)CC3)cc(=O)oc2c1C	0	0	-3	7	-4	4	-1	2	-13	3	-3
CCC(CO)(C(=O)OC1C[N+]2(C)CCC1CC2)c1ccccc1 (stereo not drawn)	7	11	-3	-8	-5	-1	-3	-3	-13	-2	-6

7 entries drawn at random from those above:
smiles	SRC3 inh	Vif imaging	SRC2 inh	NCOA1 inh	C8 TRAIL sens	NOD2 RIPK2 PPI	EBV LMP1 NFkB	COUP-TFII inh	TROY signal inh	TLR9-MyD88 block	NR5A2 inv ag
CCC1(C(=O)c2ccc(C)cc2)C2c3ccccc3OC(=O)C21C(=O)O (stereo not drawn)	19	-1	-3	2	-4	-7	-3	-2	14	-2	-15
CC(=NCc1ccc2c(c1)OCO2)c1c(O)n(C)c(=O)n(C)c1=O	30	-7	7	24	-9	-2	-2	-3	3	6	1
CCn1c(O)c(N=Nc2ccc(S(=O)(=O)N3CCOCC3)cc2)c(=O)n(CC)c1=S	4	1	-21	-1	16	-1	6	5	18	9	5
CCC(CO)(C(=O)OC1C[N+]2(C)CCC1CC2)c1ccccc1 (stereo not drawn)	7	11	-3	-8	-5	-1	-3	-3	-13	-2	-6
COc1cccc(C(=O)N2CCC3(CC2)OCCO3)c1	10	10	-12	-4	-7	-5	-1	6	2	-6	-3
CCOP(=O)(OCC)C(O)c1ccc(OC)cc1 (stereo not drawn)	-7	3	-29	10	22	4	9	2	5	x	15
COc1ccc(C(c2nnnn2-c2ccc(OC)cc2)N2CCC(n3c(=O)[nH]c4ccccc43)CC2)cc1 (stereo not drawn)	17	x	10	24	14	-3	x	5	17	x	12

(more compounds)
Field names: A = SRC3 inh; B = Vif imaging; C = SRC2 inh; D = NCOA1 inh; E = C8 TRAIL sens; F = NOD2 RIPK2 PPI; G = EBV LMP1 NFkB; H = COUP-TFII inh; I = TROY signal inh; J = TLR9-MyD88 block; K = NR5A2 inv ag
CCc1ccc(NC2=NCCCS2)cc1
  A: -16 | B: 7 | C: -29 | D: -19 | E: -10 | F: -4 | G: -11 | H: -1 | I: -20 | J: -5 | K: -42

C[N+](C)(C)CC1CCCC(C[N+](C)(C)C)C1=O (stereo not drawn)
  A: 9 | B: 2 | C: -4 | D: -10 | E: -2 | F: 3 | G: -5 | H: 13 | I: -6 | J: -14 | K: 4

CC/C(=N\N1CCCCCC1)c1c(O)n(-c2ccccc2C)c(=O)[nH]c1=O
  A: 4 | B: -8 | C: -9 | D: 5 | E: 4 | F: -6 | G: 3 | H: 6 | I: 20 | J: -2 | K: 9

CN1CCN(c2nccc3c2ncn3C)CC1
  A: -10 | B: 4 | C: -19 | D: 12 | E: -8 | F: 0 | G: 7 | H: -5 | I: 2 | J: -1 | K: -11

CN1CCN(c2ccc(C=O)cc2)CC1
  A: 20 | B: 18 | C: -5 | D: 2 | E: -11 | F: 10 | G: 8 | H: -8 | I: -2 | J: 2 | K: 12

CCCNC(=O)N1[C@H]2CC[C@@H]1C(C(=O)OC)=C(c1ccc(F)cc1F)C2
  A: -11 | B: -4 | C: -2 | D: -22 | E: -8 | F: -4 | G: -1 | H: -8 | I: -14 | J: -10 | K: -11

O=[N+]([O-])c1nccn1CC(O)CN1CC1 (stereo not drawn)
  A: -7 | B: -6 | C: 23 | D: -6 | E: 9 | F: -13 | G: x | H: 8 | I: -7 | J: x | K: 6

CCOC(=O)C1(c2ccccc2)CCN(CC(O)c2ccc(NC(C)=O)cc2)CC1 (stereo not drawn)
  A: 0 | B: 1 | C: -12 | D: -1 | E: 1 | F: -9 | G: 0 | H: -4 | I: -10 | J: -2 | K: 10

CCOP(=O)(OCC)C(CC)N1CCOCC1 (stereo not drawn)
  A: 10 | B: -3 | C: -1 | D: -2 | E: -11 | F: -7 | G: -3 | H: 10 | I: 1 | J: -8 | K: -5

Cc1cccc(OCC(=O)N2CCN(Cc3ccncc3)CC2)c1
  A: -1 | B: 2 | C: 2 | D: -5 | E: -9 | F: 6 | G: 0 | H: -8 | I: 7 | J: 11 | K: 13

O=C(O)C1C2CCC(O2)C1C(=O)NC1CCCCC1 (stereo not drawn)
  A: 3 | B: 2 | C: 11 | D: -12 | E: -7 | F: 7 | G: -8 | H: 4 | I: -2 | J: -2 | K: -2

COc1ccc(-n2cnc3cc(C(=O)N4CCC5(CC4)OCCO5)ccc32)cc1
  A: 15 | B: 5 | C: -8 | D: -5 | E: -14 | F: -2 | G: 2 | H: 5 | I: 23 | J: -5 | K: 21

CC(=O)OC1CC[C@]2(C#N)[C@H]3CC[C@]4(C)[C@H](C5C=CC(=O)O5)CCC4(O)C3CCC2(O)C1 (stereo partly drawn)
  A: 32 | B: -2 | C: -31 | D: 4 | E: 40 | F: 6 | G: -26 | H: 13 | I: 15 | J: -3 | K: 20

O=C(CCCc1ccc(N(CCCl)CCCl)cc1)NCc1ccccc1
  A: 2 | B: -4 | C: -11 | D: -12 | E: -18 | F: -5 | G: 42* | H: 12 | I: 13 | J: 2 | K: 16

CCOC(=O)C(NC(C)=O)C(OC(C)=O)c1cccc(N(CCCl)CCCl)c1 (stereo not drawn)
  A: -26 | B: -4 | C: 9 | D: 15 | E: 5 | F: 0 | G: 8 | H: 7 | I: -7 | J: 7 | K: 11

A portion of the library; the hit share may differ from the screen's.
